L major viab: inhibitors of Leishmania major promastigote growth. inhibition, % at 10 µM. Leishmania major promastigotes, resazurin fluorescence viability. 200,000 compounds, 9% hits; in the data active = inhibition above about 50%;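 note: promastigotes grown with compound for 44 hours at 28 °C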
bIAP inh: blocks bovine intestinal alkaline phosphatase activity | purified bovine IAP, CDP-star luminescence, 30 min | inhibition, % at 20 µM | 190,000 tested, under 10 active;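 active = over 50% inhibition of intestinal alkaline phosphatase at 20 µM in the single-dose screen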
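Assay system: bovine IAP enzyme; medium: DEA buffer 100 mM, pH 9.8, with MgCl2 1.0 mM, ZnCl2 0.02 mM; doses: 20 µM single dose; incubation: enzyme reaction for 30 min at room temperature; detection: CDP-star luminescence signal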
TLR4-MyD88 BLA: blocks binding of human TLR4 to MyD88 | O00206+Q99836 | HeLa CL3-4 TLR4/MyD88 BLA complementation, FRET ratio | inhibition, % at 8.4 µM | 200,000 compounds, 0.18% hits | AID 861; in the data active = inhibition above about 25%;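 note: 0% = vehicle and 100% = reference inhibitor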
Target sequence (O00206 whole entry, looked up): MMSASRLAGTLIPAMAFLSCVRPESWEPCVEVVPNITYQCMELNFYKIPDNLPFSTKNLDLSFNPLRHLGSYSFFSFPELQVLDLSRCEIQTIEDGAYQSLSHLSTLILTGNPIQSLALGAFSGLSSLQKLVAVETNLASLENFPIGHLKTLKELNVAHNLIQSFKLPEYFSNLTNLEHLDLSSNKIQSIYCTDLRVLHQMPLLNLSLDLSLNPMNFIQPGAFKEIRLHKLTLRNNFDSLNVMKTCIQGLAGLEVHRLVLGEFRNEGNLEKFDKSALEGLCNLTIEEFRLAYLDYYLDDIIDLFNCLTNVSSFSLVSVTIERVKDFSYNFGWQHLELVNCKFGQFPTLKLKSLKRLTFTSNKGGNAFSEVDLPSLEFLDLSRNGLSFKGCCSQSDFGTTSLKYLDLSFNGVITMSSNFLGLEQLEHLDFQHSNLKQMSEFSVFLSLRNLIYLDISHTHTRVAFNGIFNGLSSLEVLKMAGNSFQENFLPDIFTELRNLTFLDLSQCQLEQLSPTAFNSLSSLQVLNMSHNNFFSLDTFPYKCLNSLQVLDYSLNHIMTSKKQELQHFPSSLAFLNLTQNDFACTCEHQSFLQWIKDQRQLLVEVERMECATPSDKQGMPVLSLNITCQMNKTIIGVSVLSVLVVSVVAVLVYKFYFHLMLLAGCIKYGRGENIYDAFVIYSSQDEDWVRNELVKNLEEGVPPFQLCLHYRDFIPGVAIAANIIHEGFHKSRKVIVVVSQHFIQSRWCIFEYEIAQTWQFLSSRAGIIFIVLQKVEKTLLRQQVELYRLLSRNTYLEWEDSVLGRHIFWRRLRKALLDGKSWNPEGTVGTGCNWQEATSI
Target sequence (Q99836 whole entry, looked up): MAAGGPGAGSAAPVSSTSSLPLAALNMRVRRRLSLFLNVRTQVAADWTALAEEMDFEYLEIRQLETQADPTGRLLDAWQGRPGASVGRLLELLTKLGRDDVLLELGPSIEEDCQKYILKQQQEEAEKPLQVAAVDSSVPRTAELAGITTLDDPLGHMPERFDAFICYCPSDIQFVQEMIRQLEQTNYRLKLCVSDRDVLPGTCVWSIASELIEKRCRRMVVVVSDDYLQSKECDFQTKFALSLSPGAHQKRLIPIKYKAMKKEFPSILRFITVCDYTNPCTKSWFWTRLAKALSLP
TR-FRET SRC-2 ct: flags TR-FRET format artefacts in PPARgamma SRC-2 recruitment agonist screen. 200,000 compounds, 0.4% hits. TR-FRET artefact counter-screen; active compounds read high. TR-FRET ratio at 8 µM. AID 1049; in the data active = TR-FRET ratio above about 2000; note: inactives centre near 1500; reference of the scale not given here
PPARg SRC-1 ag: agonists of human PPARgamma SRC-1 coactivator recruitment; AID 631; PPARgamma-SRC-1 coactivator recruitment biochemical assay; P37231; 200,000 compounds, 0.41% hits; activation, % at 8 µM; in the data active = activation above about 19%;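 note: 0% = DMSO and 100% = reference agonist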
PPARg SRC-2 ag: PPARgamma-driven SRC-2 recruitment agonism; P37231; PPARgamma LBD-SRC-2 recruitment, biochemical; activation, % at 8 µM; 200,000 compounds, 0.34% hits; AID 1032; in the data active = activation above about 22%;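 note: 0% = vehicle and 100% = reference agonist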
bIAP activator: increases bovine intestinal alkaline phosphatase activity | activation factor at 20 µM | purified bovine IAP, CDP-star luminescence, 30 min; active compounds read high; fold of DMSO-control signal, blank-subtracted | 200,000 compounds, 0.17% hits;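 active = activation factor of 2 or more at 20 µM, a signal rise over negative controls twice the positive control's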
S1P3 antagonist: S1P3 (human) receptor antagonism | inhibition, % at 4.98 µM | 170,000 compounds, 0.27% hits | Q99500 | AID 485 | CHO S1P3 NFAT-BLA reporter, FRET fluorescence, antagonist mode;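 active = inhibition above the plate cutoff, the mean inhibition of test wells on that plate plus 3 SD, cut at about 28% in these data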;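 note: cells challenged with S1P at its EC80 of 0.8 µM; blue over green emission ratio from cleaved BLA substrate after 4 h stimulation; 0% = S1P-stimulated wells and 100% = unstimulated DMSO-only wells; some compounds past the cut are filed as inactive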
PPARg SRC-3 ag: agonists of human PPARgamma SRC-3 coactivator recruitment. biochemical PPARgamma/SRC-3 coactivator recruitment assay. 200,000 compounds, 0.26% hits. activation, % at 8 µM. P37231; in the data active = activation above about 23%;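 note: 0% = DMSO and 100% = reference agonist; some compounds past the cut are filed as inactive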
Redox H2O2 prof: compounds producing H2O2 with reducing agent – biochemical, NIH compound library profiling, artefact control for MLSCN library redox annotation, primary screen; DTT-dependent redox cycling H2O2, phenol red/HRP absorbance; 100% = 100 µM peroxide control, 0% = buffer; activation, % at 10 µM; 200,000 compounds, 0.03% hits; AID 878;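 active = activation of at least 50% relative to the plate's high and low controls in the primary single-dose screen; inactive = activation below 50%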;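 note: compound incubated with DTT at 0.8 mM final as the reducing agent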
ROMK primary: human ROMK K+ channel modulation, primary screen. P48048. Tet-inducible ROMK, thallium flux fluorescence; actives lie on both sides. B-score at 10 µM. 130,000 compounds, 2% hits. AID 1918;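 active = signal ratio slope over the read window, or its plate-corrected B-score, at least 3 SD from the plate mean, either direction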;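 note: B-score of the F/F0 ratio slope over 7 to 12 s after thallium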
Starred values were filed as active, the others as inactive; nt = not tested or not shown.

The first 10 compounds as a preview:
SMILES	L major viab	bIAP inh	TLR4-MyD88 BLA	TR-FRET SRC-2 ct	PPARg SRC-1 ag	PPARg SRC-2 ag	bIAP activator	S1P3 antagonist	PPARg SRC-3 ag	Redox H2O2 prof	ROMK primary
Cc1nc2ccccc2cc1O	-1	1	-2	1503	-2	1	1	nt	-3	0.1	-0.064
CCOC(=O)C1=C(C)N=C2SCCC(=O)N2C1c1ccc(OC)cc1 (stereo not given)	-1	-4	-1	1441	2	-3	1	2	1	11	-0.081
CC(=O)OCC(=O)[C@H]1CC[C@H]2[C@@H]3CC=C4C[C@@H](O)CC[C@]4(C)[C@H]3CC[C@]12C	-8	10	0	1498	4	0	0.9	-3	1	-0.3	nt
CCOC(=O)c1ccc(NC(=O)CN2C(=O)CSC2=O)cc1	-8	2	-11	1505	1	1	1	7	6	6.8	nt
Cc1nn(CC(=O)Nc2cccnc2)c(C)c1[N+](=O)[O-]	-4	-3	-14	1582	-3	-1	1	-11	0	4.0	0.26
COc1cc(/C=C/C(=O)O)ccc1OCc1ccc([N+](=O)[O-])cc1	3	-2	2	1445	2	-8	1	-10	-3	-0.8	-0.92
COc1ccc(N2CCN(C(=O)COc3ccc4ccccc4c3)CC2)cc1	-3	10	1	1721	5	11	0.9	-35	7	-0.2	0.36
Cc1cc(C(=O)NCCN2C(=O)S/C(=C\c3cccs3)C2=O)ccc1[N+](=O)[O-]	1	11	-4	1695	6	4	0.9	0	4	-0.3	-0.028
CCNC(=S)Nc1cccc([N+](=O)[O-])c1	1	0	1	1500	3	1	1	1	1	-0.1	-0.73
CCN(CC)CCCNc1cc(C)nc2cc(-c3cccs3)nn12	25	-16	11	1451	2	-4	1.2	-4	-6	-0.7	nt

The listing (from the top)
SMILES	L major viab	bIAP inh	TLR4-MyD88 BLA	TR-FRET SRC-2 ct	PPARg SRC-1 ag	PPARg SRC-2 ag	bIAP activator	S1P3 antagonist	PPARg SRC-3 ag	Redox H2O2 prof	ROMK primary
Cc1nc2ccccc2cc1O	-1	1	-2	1503	-2	1	1	nt	-3	0.1	-0.064
CCOC(=O)C1=C(C)N=C2SCCC(=O)N2C1c1ccc(OC)cc1 (stereo not given)	-1	-4	-1	1441	2	-3	1	2	1	11	-0.081
CC(=O)OCC(=O)[C@H]1CC[C@H]2[C@@H]3CC=C4C[C@@H](O)CC[C@]4(C)[C@H]3CC[C@]12C	-8	10	0	1498	4	0	0.9	-3	1	-0.3	nt
CCOC(=O)c1ccc(NC(=O)CN2C(=O)CSC2=O)cc1	-8	2	-11	1505	1	1	1	7	6	6.8	nt
Cc1nn(CC(=O)Nc2cccnc2)c(C)c1[N+](=O)[O-]	-4	-3	-14	1582	-3	-1	1	-11	0	4.0	0.26
COc1cc(/C=C/C(=O)O)ccc1OCc1ccc([N+](=O)[O-])cc1	3	-2	2	1445	2	-8	1	-10	-3	-0.8	-0.92
COc1ccc(N2CCN(C(=O)COc3ccc4ccccc4c3)CC2)cc1	-3	10	1	1721	5	11	0.9	-35	7	-0.2	0.36
Cc1cc(C(=O)NCCN2C(=O)S/C(=C\c3cccs3)C2=O)ccc1[N+](=O)[O-]	1	11	-4	1695	6	4	0.9	0	4	-0.3	-0.028
CCNC(=S)Nc1cccc([N+](=O)[O-])c1	1	0	1	1500	3	1	1	1	1	-0.1	-0.73
CCN(CC)CCCNc1cc(C)nc2cc(-c3cccs3)nn12	25	-16	11	1451	2	-4	1.2	-4	-6	-0.7	nt
COc1ccc(Nc2nc(N)nc(CSC(=S)N3CCC(C)CC3)n2)cc1	16	10	8	1680	2	6	0.9	-12	-3	1.5	nt
O=C(Nc1cccc(O)c1)c1ccc(C(F)(F)F)cc1	-3	-1	-28	1730	11	-4	1	-7	-2	-1.4	1.4
Cc1ccc(C(=O)COC(=O)c2cccs2)cc1	0	3	11	1440	-3	1	1	nt	2	3.0	nt
Cc1cc(C)n(C(=O)CNC(=O)CCc2ccccc2)n1	-4	4	-3	1615	0	7	1	nt	14	-3.6	-0.009
Cc1ccccc1NS(=O)(=O)c1ccc2c(c1)NC(=O)CO2	-3	3	7	1733	-3	-1	1	-29	3	0.2	nt
CCSc1nc2c(c(-c3ccc(C)o3)c1C#N)CCCC2	1	12	-3	1348	0	-4	0.9	nt	12	1.8	nt
CCOc1ccccc1CNC(=O)C1CCCN(c2nc3ccccc3o2)C1 (stereo not given)	3	-3	-2	1583	10	-2	1	-34	-5	0.0	-0.71
CCn1c(=O)c(C(=O)NCCNCCO)c(O)c2ccccc21	18	9	-5	1644	1	1	0.9	4	-4	1.9	1.1
CN1CCC(N(C)C(=O)CCc2nc3ccccc3n2-c2ccccc2)CC1	-5	-6	10	1635	4	12	1.1	-19	2	-0.6	0.057
Clc1ccc(OCc2cc(-c3ccccc3)no2)cc1Cl	-6	nt	2	1615	-2	4	0.2	nt	11	-1.5	nt
Cc1cc(NC(=O)CSc2ncccn2)no1	-1	-8	-14	1462	8	3	1.1	nt	-7	2.5	nt
CCOC(=O)C1CCN(C(=O)COc2ccc(Cl)cc2C)CC1	-7	-3	9	1489	7	2	1	nt	2	0.2	-0.7
Cc1ccnc2nc(C(=O)NC3CCCc4ccccc43)nn12 (stereo not given)	-4	-1	0	1827	4	-1	1	9	3	-1.8	0.009
CC1CCN(CCCn2c(=S)[nH]c3ccccc3c2=O)CC1	100*	7	11	1356	4	2	0.9	14	1	1.6	nt
O=S(=O)(c1ccccc1)c1ncc(C(F)(F)F)cc1O	1	-4	6	1446	2	0	1	3	4	-0.6	nt
CC(C)=CCN1CCN(Cc2cnc(N3CCOCC3)s2)CC1CCO (stereo not given)	-5	-21	1	1537	2	7	1.2	3	0	-0.6	0.77
O=C(NCCCn1ccnc1)C(=O)NCC(c1cccnc1)N1CCN(c2ccc(F)cc2)CC1 (stereo not given)	-1	9	7	1560	-1	-1	0.9	-3	1	-0.1	0.27
CC(C)Oc1cc(S(=O)(=O)N2CCCCC2)ccc1N	-8	4	3	1537	-1	6	1	-4	-4	-0.2	-1.2
CC1CCCC(C)N1C(=O)COC(=O)CCc1nc2ccccc2c(=O)[nH]1 (stereo not given)	-4	-2	-20	1675	2	5	1	-2	7	-0.4	0.13
O=C1CC(SCCO)C(=O)N1c1ccc(Oc2ccccc2)cc1 (stereo not given)	-9	2	-13	1429	-4	-15	1	-20	-9	2.6	nt
COC(=O)C1=CN(C2CC2)C=C(C(=O)OC)C1c1ccc(C(=O)OC)cc1	-5	-12	-19	1598	8	14	1.1	18	-2	-0.1	0.018
CCOC(=O)CNC(=O)COc1ccc(Cl)cc1Br	-6	14	2	1641	4	5	0.9	16	-8	0.5	nt
COc1ccc(NC(=O)c2cccc(S(=O)(=O)Nc3ccc(Br)cc3)c2)cn1	7	-3	10	1704	3	5	1	5	2	-0.1	nt
O=[N+]([O-])c1ccc(NC(=S)NCC(c2cccnc2)N2CCOCC2)cc1 (stereo not given)	18	0	3	1588	4	0	1	1	2	-0.2	-0.93
CC(C)(C)NC(=O)C[n+]1ccc(C(N)=O)cc1	-6	-11	6	1598	6	10	1.1	-13	-4	-1.2	nt
CC(=O)C1=C(C)NC(SCc2cccc([N+](=O)[O-])c2)=C(C#N)C1c1ccco1 (stereo not given)	6	18	-5	1714	-1	2	0.8	nt	7	-8.9	0.097
Cc1cc2ccccn2c1C(=O)Nc1cccc(Cl)c1	-5	-1	-7	1889	8	14	1	18	6	-0.4	nt
O=c1ccn(-c2ccccc2)[nH]1	-1	4	-16	1509	-4	-3	1	-9	0	-0.1	-0.033
NC(=O)CCCC1=NS(=O)(=O)c2ccccc2N1	0	4	-9	1472	7	-2	1	-9	9	-0.4	nt
CN(Cc1nccn1C)C(=O)CCc1nnc(CCC2CCCCC2)o1	-7	7	2	1569	5	2	0.9	-17	1	0.2	0.37
COc1ccc(-c2nc3ccccc3c(=O)n2NC(=O)c2cccnc2Cl)cc1OC	-5	4	11	1477	-4	-4	1	-2	-3	-0.1	0.55
COc1ncccc1-c1nnn(-c2ccc(Cl)c(Cl)c2)n1	-1	-4	-2	1569	8	5	1	-6	1	-0.3	nt
Cn1c(=O)c2c(ncn2CC(=O)OCC(=O)Nc2cccc(Cl)c2)n(C)c1=O	20	11	-1	1611	0	4	0.9	-4	-3	-0.1	0.33
Cc1cccc(N2C(=O)C3CC3C2=O)c1 (stereo not given)	-3	0	-9	1423	-9	0	1	-12	-3	-2.0	0.1
COc1ccc(N2CCN(C(CNC(=O)c3ccc4c(c3)OCO4)c3cccnc3)CC2)cc1 (stereo not given)	90*	-8	3	1507	-3	-7	1.1	-27	3	0.0	-0.23
COc1cccc(C2=NOC(C(=O)NC3CCCCC3)C2)c1 (stereo not given)	-3	8	-6	1623	5	-1	0.9	15	3	1.9	nt
Cc1occc1-c1nnc(SCC(=O)N(C)CCC#N)n1N	-3	8	-2	1632	0	4	0.9	nt	-3	0.4	-0.06
CC1=CC(C)C(C(=O)O)C(C(=O)N2CCN(C)CC2)C1 (stereo not given)	-4	11	-9	1505	4	3	0.9	8	-2	0.2	0.25
CC(=O)NCCOc1nc(N(C)C)nc(N(C)C)n1	-16	4	1	1457	3	-2	1	5	-2	-4.2	nt
CSc1nsc(SCC(=O)NC2CCCCC2)n1	-5	19	12	1411	8	3	0.8	9	5	0.8	nt
CN(/N=C/c1ccc(C(C)(C)C)cc1)C1=NCCN1	56*	3	1	1599	-3	-1	1	0	1	-0.8	0.16
COc1ccc(C2=NOC(C(=O)O)C2)cc1 (stereo not given)	2	6	5	1528	1	17	0.9	nt	5	-0.1	-0.075
COC(=O)C1=C(C)N=C2SC(C)C(=O)N2C1/C=C/c1ccccc1 (stereo not given)	-13	8	-5	1799	4	2	0.9	nt	1	1.2	nt
N#Cc1cc(Cl)c(N2CCOCC2)cc1C#N	-3	13	-1	1643	1	4	0.9	nt	8	-0.1	0.8
CCOc1cc(CNn2nnnc2N)cc(Cl)c1OCC(=O)NC(C)(C)C	3	8	-4	1428	3	6	0.9	nt	3	3.5	nt
Cc1c(F)cccc1NS(=O)(=O)c1ccc2c(c1)NC(=O)CO2	1	-3	4	1559	6	-7	1	-15	0	-0.1	-0.82

Screening results deposited in PubChem BioAssay by several laboratories.
